Source: PubChem (several laboratories)
KOR beta-arrestin-1: KOR agonists, beta-arrestin recruitment, primary screen, cell-based, luminescence, uHTS (AID 1777). Kappa-type opioid receptor (Homo sapiens). KOR beta-arrestin recruitment, luminescence; higher % means a stronger effect. one-dose activation, % at 10 µM; EC50 in µM for titrated hits. hit rate 0.02% among 280,000; in the data active means activation above about 50%, passing the limit was not always enough; further: a part of the inactive calls stands beside numbers as strong as those of hits
GPR55 beta-arrestin: GPR55 agonists via beta-arrestin recruitment, primary screen, imaging, U2OS cells, beta-arrestin-GFP redistribution (AID 1961). U2OS GPR55 beta-arrestin-GFP redistribution imaging; higher % means a stronger effect. one-dose activation, % at 10 µM; EC50 in µM for titrated hits. hit rate 0.048% among 290,000;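 active means activation above 40% with more than 50 cells counted in the well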;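 further: U2OS osteosarcoma cells stably expressing GPR55 and beta-arrestin-GFP; plate controls were DMSO negative control for no effect and LPI positive control for full effect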
KOR beta-arrestin-2: KOR antagonists, beta-arrestin recruitment, cell-based, luminescence, uHTS (AID 1778); inhibition, % at 10 µM; hits with a dose series show IC50 in µM; KOR beta-arrestin recruitment, luminescence, antagonist mode; higher % means a stronger effect; hit rate 0.091% among 290,000; in the data active means inhibition above about 50%; further: strong numbers were not always called active
GPR55 LPI antagonism: GPR55 antagonists blocking LPI-driven arrestin recruitment, primary screen, imaging, U2OS, beta-arrestin-GFP, LPI agonist (AID 2013). G-protein coupled receptor 55 (Homo sapiens). U2OS GPR55 beta-arrestin-GFP translocation imaging, LPI antagonism; higher % means a stronger effect. hit rate 0.13% among 290,000. one-dose inhibition, % at 10 µM; IC50 in µM for titrated hits;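 active means spots per cell inhibited over 60%, with over 100 cells counted and total cytoplasm intensity under 500,000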;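 further: U2OS cells stably carrying GPR55 and arrestin-GFP stimulated by 5 µM LPI near EC80; imaged beta-arrestin-GFP aggregate spots per cell after agonist stimulation; plate controls were LPI-stimulated DMSO wells for no effect and DMSO wells without LPI for full effect; some results filed as inactive read as strong as hits; confirmed hits need IC50 under 10 µM and bright autofluorescent wells are also inconclusive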
NOD1 inhibition: NOD1 signaling inhibitors, primary screen, cell-based, luminescence, uHTS (AID 1578); NOD1-driven NF-kB luciferase reporter cells, luminescence; higher % means a stronger effect; hit rate 1% among 290,000; inhibition, % at 4 µM; hits with a dose series show EC50 in µM; in the data active means inhibition mostly above about 36%, no sharp cut-off; inactive means mostly below about 34%;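 further: HEK-293T reporter cells stimulated with the NOD1 agonist gamma-tri-DAP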
GPR35 antagonists: GPR35 antagonists blocking zaprinast-driven arrestin recruitment, primary screen, imaging, U2OS, beta-arrestin-GFP, zaprinast agonist (AID 2058); G-protein coupled receptor 35 (Homo sapiens); U2OS GPR35 beta-arrestin-GFP translocation imaging, zaprinast antagonism; higher % means a stronger effect; inhibition, % at 10 µM; hits with a dose series show IC50 in µM; hit rate 0.052% among 290,000;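 active means inhibition of at least 50% with at least 30 cells and total cytoplasm GFP at most 10,000,000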
NTR1 agonist: agonists of NTR1, primary screen, imaging, U2OS cells, beta-arrestin-GFP, high content (AID 493036); Neurotensin receptor type 1 (Homo sapiens), P30989; NTR1-U2OS beta-arrestin-GFP spot imaging, agonist mode; activation, % at 20 µM; hit rate 0.17% among 330,000;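 active means activation at or above 40% of the spot to cytoplasm intensity ratio, with at least 20 cells analyzed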;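 further: 0% = DMSO without peptide and 100% = 100 nM NTR1 peptide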
Target sequence (P30989 whole entry, looked up): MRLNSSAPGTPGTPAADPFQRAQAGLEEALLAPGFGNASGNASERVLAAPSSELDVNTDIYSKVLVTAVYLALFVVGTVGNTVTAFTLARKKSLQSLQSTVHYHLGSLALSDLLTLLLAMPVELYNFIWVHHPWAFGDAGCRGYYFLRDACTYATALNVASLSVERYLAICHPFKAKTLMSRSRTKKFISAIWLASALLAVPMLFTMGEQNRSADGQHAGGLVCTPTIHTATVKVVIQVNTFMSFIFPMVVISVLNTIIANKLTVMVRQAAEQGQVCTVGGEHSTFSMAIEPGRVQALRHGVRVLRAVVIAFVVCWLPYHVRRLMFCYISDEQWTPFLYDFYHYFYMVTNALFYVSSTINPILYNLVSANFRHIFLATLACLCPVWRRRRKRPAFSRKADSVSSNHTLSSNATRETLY
MgcRacGAP inhibition: MgcRacGAP GTPase-activating activity inhibitors, confirmation, biochemical, ADP Hunter fluorescence; Rac GTPase-activating protein 1 (Homo sapiens); MgcRacGAP-stimulated Rac1 GTP hydrolysis, ADP Hunter fluorescence; higher % means a stronger effect; GST-tagged Rac1 F28L mutant substrate; one-dose inhibition, % at 30 µM; IC50 in µM for titrated hits; hit rate 0.6% among 340,000; AID 624330, 2012;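 active means first-screen hits whose inhibition reached a set limit at any dose in the follow-up dose series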;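 further: fluorescence reports GDP produced by GAP-driven GTP hydrolysis; strong numbers were not always called active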
UTI89 phage lysis: inhibition of K1F phage lysis, E. coli UTI89, bacterial capsule biogenesis inhibitors, alamar blue (AID 488966); E. coli UTI89 K1F phage lysis, alamar blue, 2 h; higher % means a stronger effect; inhibition, % at 100 µM; hits with a dose series show IC50 in µM; hit rate 0.02% among 340,000;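 active means phage lysis inhibition, versus mean bacterial control, above a set limit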;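 further: capsule biogenesis inhibitors block K1F phage lysis so surviving cells raise fluorescence; higher fluorescence means more inhibition of phage lysis; actives were called in the ten point dose series up to 300 µM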
NTR1 agonist cell count 20 µM: second read-out of NTR1 agonist, no call of its own (marks repeat the call); cell count; measured here: cell count, cytotoxicity flag
* = called active by the depositor; / = no result given; [ ] = dose if it differs, or a comment. Not all compounds are listed (hit frequency here may not be typical).

nr	Structure	GPR55 beta-arrestin	NOD1 inhibition	NTR1 agonist	NTR1 agonist cell count 20 µM	GPR35 antagonists	KOR beta-arrestin-1	GPR55 LPI antagonism	KOR beta-arrestin-2	UTI89 phage lysis	MgcRacGAP inhibition
1	O=S(=O)(NCc1ccccc1)c1ccc(S(=O)(=O)N2CCCCC2)cc1	-0.1%	-8.0%	0.3	55	-8.6%	1.8%	1.6%	-18.6%	8.3%	0.3%
2	COc1cccc(-c2nnc(NC(=O)C(C)C)o2)c1	0.4%	-14.0%	2.2	55	7.3%	-2.4%	6.0%	-16.0%	0.4%	9.5%
3	CN(C)S(=O)(=O)c1cccc(NC(=O)COC(=O)c2ccc3c(c2)OCO3)c1	-0.2%	-9.1%	0.8	63	29.7%	3.3%	9.8%	-16.9%	2.3%[50 µM]	-9.9%
4	COc1ccc(F)cc1CN1CCN(CC(=O)N2CCc3ccccc32)CC1	-0.1%	7.9%	-0.1	59	8.9%	6.2%	-7.3%	-30.1%	0.2%	7.3%
5	O=C(Nc1ccc2nccnc2c1)Nc1ccccc1Cl	-0.1%	-12.2%	-0.2	78	4.6%	-4.9%	-1.7%	37.3%	-0.3%	9.3%
6	CCC(=O)Nc1c(C(=O)N2CCCCCC2)cnn1-c1ccc(C)c(C)c1	0.2%	5.8%	-0.5	55	-5.0%	2.2%	-4.7%	0.3%	0.8%	2.2%
7	O=C(C1=C[C@@H](C2CCCCC2)C[C@@H](OCc2ccc(CO)cc2)O1)N1CCOCC1	0.5%	-5.4%	8.9	53	-18.8%	-4.6%	0.1%	-10.5%	0.2%	-20.1%
8	O=c1c(C=Nc2ccc(Oc3ccccc3)cc2)c[nH]n1-c1cccc(Cl)n1	0.3%	-6.1%	-0.2	84	-1.1%	9.5%	2.7%	-19.6%	0.2%	2.8%
9	O=C(NCCc1ccccn1)c1nc(Cn2cc([N+](=O)[O-])cn2)no1	0.5%	-18.5%	-0.6	52	3.9%	-1.2%	1.2%	-16.2%	0.4%	-1.5%
10	COC(=O)c1ccc(C(=O)N2CCCC(N3CCN(c4ccccc4)CC3)C2)nc1 (stereo not drawn)	1.0%	-1.0%	-0.6	50	-20.0%	-4.6%	-2.1%	-0.7%	0.7%	-7.1%
11	Cc1ccnc(NC(=O)CCNC(=O)c2ccc(Cl)cc2)c1	0.0%	-67.1%	0.6	60	-5.9%	-1.8%	9.1%	30.4%	-0.1%	0.5%
12	Cc1ccc(C)c(NC(=O)Cn2c(=O)n(-c3ccc(CC(=O)NCC4CCCO4)cc3)c(=O)c3ccccc32)c1 (stereo not drawn)	-0.1%	-36.8%	2.9	63	16.5%	0.6%	2.7%	-29.9%	/	/
13	c1ccn(-c2ccc(-c3ccn[nH]3)cc2)c1	-0.3%	-39.2%	-0.9	46	-5.3%	-6.1%	4.8%	2.3%	2.6%	5.0%
14	O=C(NC1CCCC1)NS(=O)(=O)c1ccccc1Cl	0.3%	14.4%	-1.7	85	-8.9%	-6.8%	2.5%	8.9%	0.6%	5.9%
15	COc1ccc(/C=C/C(=O)c2ccccc2)cc1COc1ccc(F)cc1	0.6%	20.1%	3.0	70	18.4%	3.5%	15.0%	0.9%	-0.6%	8.1%
16	COc1ccc(N(CC(=O)NC2CCCC2)C(=O)Cn2nnc(-c3ccc(F)cc3)n2)cc1	0.7%	-3.4%	-0.4	47	-4.6%	1.8%	-8.4%	-16.2%	0.2%	3.7%
17	c1ccc(-c2csc3ncn4cnnc4c23)cc1	-0.1%	41.9%	1.0	82	-3.7%	3.9%	-20.7%	-8.8%	0.3%	3.6%
18	O=C(Cc1ccccc1Cl)Nc1cccnc1	-0.3%	-51.4%	-1.2	78	4.8%	-0.3%	10.3%	-17.3%	-0.2%	13.6%
19	CC(=O)NC(Cc1ccccc1F)C(=O)NC1CCN(C(=O)Nc2ccc(C)cc2)CC1 (stereo not drawn)	-0.2%	-9.4%	0.1	58	5.0%	-3.3%	0.2%	-0.6%	0.2%	3.7%
20	COc1cccc(C2C3=C(N=C4SCC(=O)N42)c2ccccc2CC3)c1OC (stereo not drawn)	0.3%	-34.5%	4.2	36	-0.1%	2.4%	-2.9%	45.8%	-0.4%	10.9%
21	Cc1[nH]c2c(Br)cccc2c1[C@H]1[C@@H](CC#N)C1(C)C	-0.2%	25.4%	11.8	62	22.2%	1.2%	1.49µM*	-2.0%	6.3%	9.3%
22	CCC(Sc1nc2ncccc2[nH]1)C(=O)NCCc1ccccc1 (stereo not drawn)	-0.2%	-3.9%	-0.9	56	-17.4%	2.5%	-3.4%	3.7%[20 µM]	-1.2%	3.8%
23	N#C/C(=C\c1ccc(N2CCOCC2)o1)C(=O)N1CCOCC1	0.2%	-10.0%	-1.2	66	/	-2.1%	100.2%*	-0.9%	0.2%	3.5%
24	CCOC(=O)Cc1csc(NC(=O)c2ccc(OC)c(OC)c2)n1	0.0%	15.6%	1.2	54	3.9%	-1.3%	14.8%	36.6%	-0.8%	1.5%
25	O=C(O)CCc1ccc(-c2ccccc2)n1-c1cccc(C(=O)O)c1	0.8%	-6.4%	1.3	45	2.5%	-1.9%	6.3%	0.3%	0.2%	10.0%
26	O=C(N/N=C/c1cccnc1)/C(=C\c1cccs1)NC(=O)c1ccccc1	0.5%	2.6%	1.6	66	14.9%	7.0%	12.0%	23.8%	2.2%	4.7%
27	COc1ccc(OCCCC(=O)Nc2ccc(N3CCCCC3)cc2)cc1	-0.2%	-19.2%	1.6	44	-7.4%	3.8%	7.1%	29.0%	1.4%[50 µM]	7.8%
28	CCCCN(C(=N)N1CCCCC1)c1nc(C)c([N+](=O)[O-])c(=O)[nH]1	0.0%	-7.9%	3.6	73	2.2%	-0.3%	4.6%	-33.2%	-0.2%	0.7%
29	O=C(CCN1CCN(c2ccccc2)CC1)NNC(=S)Nc1ccccc1	0.6%	-16.2%	-1.3	63	-3.4%	-5.4%	7.9%	-2.1%	0.4%	9.8%
30	CN(C)c1nc(NN)nc(Nc2ccc(F)cc2)n1	0.0%	-4.6%	-1.3	75	10.8%	-2.5%	10.7%	5.5%	-0.1%	5.9%
31	O=C(CCC(=O)N1CCc2ccccc2C1)N1CCN(S(=O)(=O)c2ccccc2)CC1	0.9%	-1.7%	0.9	81	-0.9%	-0.3%	8.1%	-15.8%	0.3%	4.4%
32	COc1ccc(C(=O)Nc2ccc(CN3CCS(=O)(=O)CC3)cc2)cc1	0.5%	-16.5%	0.0	41	-13.4%	0.1%	14.0%	25.6%	1.3%	7.5%
33	CCCCCCCNC(=O)C1(CC2CC(c3cccc(Br)c3)=NO2)CCNCC1 (stereo not drawn)	-0.1%	-7.9%	8.5	75	15.6%	/	57.9%	-4.4%[20 µM]	0.7%	6.6%
34	COc1cccc(NC(=S)C(C#N)=C2N(C)c3ccccc3N2C)c1	-1.1%	-22.5%	1.0	63	-0.5%	-4.6%	7.8%	-3.6%	0.2%	9.9%
35	O=C(C(=O)N1CCCc2ccccc21)c1cn(CC(=O)N2CCOCC2)c2ccccc12	0.1%	-40.3%	1.3	59	-6.9%	-5.6%	-4.5%	-15.4%	0.6%	2.4%
36	O=C(c1ccccc1F)N1CCN(C(=O)C(c2ccccc2)c2ccccc2)CC1	-0.1%	-10.2%	0.5	60	11.2%	1.0%	-2.5%	-52.3%	-0.2%	4.7%
37	Cc1cccc(CS(=O)(=O)Cc2ccc(C(=O)NC3CCCCC3)o2)c1	-0.1%	-12.7%	0.7	64	-1.4%	-3.3%	-6.7%	-6.2%	-0.1%	0.6%
38	O=C(N/N=C/c1c(Nc2cccc(C(F)(F)F)c2)nc2ccccn2c1=O)c1ccccc1	-0.1%	-7.0%	/	/	-2.1%	0.2%	-1.4%	-41.3%	/	/
39	CCn1c(=O)cc(OCC(=O)NCC2CCCO2)c2ccccc21 (stereo not drawn)	-0.1%	-25.6%	2.9	65	5.0%	0.5%	17.9%	-38.9%	0.2%	9.4%
40	Cn1c(SCc2ccccc2)nnc1-c1ccc2c(c1)OCO2	-0.4%	/	-0.5	58	-9.0%	0.8%	16.9%	10.3%	0.8%	6.1%
41	Cc1ccc2c(c1)NC(=O)C(CC(=O)NCc1cccnc1)O2 (stereo not drawn)	-0.1%	-1.6%	4.6	64	-15.6%	3.5%	-5.1%	14.7%	1.4%	4.4%
42	CCOC(=O)c1ccccc1NC(=O)CSc1cccc[n+]1[O-]	0.2%	8.1%	-0.6	40	-6.6%	4.6%	-14.7%	-5.5%	-0.1%	2.7%
43	CC1(C)CC2CC(C)(CN2C(=O)c2cc(-c3ccc(F)cc3)on2)C1 (stereo not drawn)	0.2%	15.5%	3.3	49	6.2%	4.5%	6.0%	-44.4%	0.6%	6.7%
44	Cc1nc2c3ccccc3nc(NNC(=O)CCC(=O)NCCN3CCN(c4ccccc4)CC3)n2n1	-0.1%	-6.0%	-0.2	46	7.6%	-3.0%	-2.3%	0.1%	0.7%	11.3%
45	COc1ccc(Cl)cc1NC(=O)C(=O)NCc1ccncc1	-0.7%	-9.2%	-0.8	40	1.4%	4.5%	6.9%	2.2%	-1.6%	-6.0%
46	CCn1c(=O)n(CC)c2cc(S(=O)(=O)Nc3cc(C)cc(C)c3C#N)ccc21	0.6%	3.6%	2.6	67	-3.3%	3.6%	-4.3%	19.9%	1.7%	-2.6%
